# CF NFkB inh = blocks PAF-induced NF-kB reporter in cystic fibrosis cells; actives 0.86% (n = 360,000); KKLEB NF-kB-GFP reporter, GFP fluorescence overnight; AID 588850; inhibition, % at 5 µM;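 active means at least 50% inhibition at 5 µM, scaled per plate between neutral and stimulator controls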;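 further: PAF is a Pseudomonas aeruginosa culture filtrate used as stimulus; plate controls were PAF-stimulated DMSO wells for no effect and unstimulated DMSO wells for full effect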
# KKLEB cytotox = reduces viability of KKLEB cystic fibrosis airway cells. KKLEB CF airway cells viability, ATPlite luminescence, overnight; active compounds read low; cells stimulated with P. aeruginosa culture filtrate. activity change (cytotoxicity), % at 5 µM. actives 0.36% (n = 360,000). AID 602141;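 active means corrected activity change at or below -50% at 5 µM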
# hiPSC survival = increases survival of single human iPS cells | actives 0.044% (n = 360,000) | hiPSC single-cell survival, ATPlite luminescence; 100% = ROCK inhibitor wells, 0% = DMSO | survival enhancement, % at 20 µM; in the data active means survival enhancement above about 18%;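 further: cells exposed to compounds for 16 hours before the ATP read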
# C8 TRAIL sens = sensitizes caspase-8 expressing cells to TRAIL; inhibition (viability loss, TRAIL sensitization), % at 10 µM; NB7+C8 cells + TRAIL, ATPlite viability luminescence; actives 1% (n = 360,000); AID 624354;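 active means compounds causing at least 50% loss of cell viability in the single-dose screen, relative to plate controls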
# LMP1 NFkB inh = reduces LMP1-driven NF-kappaB luciferase signal; LMP1-induced NF-kappaB luciferase reporter cells, luminescence; inhibition, % at 12.5 µM; actives 0.69% (n = 350,000); in the data active means inhibition above about 41%;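 further: 0% = neutral control wells and 100% = reference inhibitor control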
# Shn3 inh set2 = inhibitors of Schnurri-3 3'UTR reporter in osteoblasts | Clone20 osteoblast Shn3 3'UTR firefly luciferase, 24 h | inhibition, % at 12.5 µM | actives 0.52% (n = 360,000) | AID 588674;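 active means mean inhibition of at least 75% with every replicate also reaching 75%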;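 further: 0% = median of neutral control wells and 100% = pilot-screen positive control compound; some compounds past the cut are filed as inactive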
# HIF-2a inh = blocks HIF-2a reporter activity; 786-0 RCC cells HIF-2a reporter, luciferase luminescence, overnight; inhibition, % at 18.8 µM; actives 0.72% (n = 360,000); AID 624352;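 active means inhibition of the luminescence signal of 40% or more relative to plate controls, in a single-dose primary screen at 18.75 µM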
# NR2E3 ag-1 = activates human NR2E3 receptor. inhibition of corepressor binding, % at 3.98 µM. AID 602229. CHO-S Gal4-NCOR/VP16-NR2E3 two-hybrid, luciferase. actives 0.35% (n = 360,000). Q9Y5X4;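 active means inhibition above the mean of all tested compounds plus 3 SD, cut at about 70% in these data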;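 further: 0% = DMSO with NR2E3 transfected cells and 100% = cells lacking NR2E3 construct; higher means lower luciferase signal from less NR2E3 corepressor binding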
# Target sequence (Q9Y5X4 whole entry, looked up, the tested form may be a part): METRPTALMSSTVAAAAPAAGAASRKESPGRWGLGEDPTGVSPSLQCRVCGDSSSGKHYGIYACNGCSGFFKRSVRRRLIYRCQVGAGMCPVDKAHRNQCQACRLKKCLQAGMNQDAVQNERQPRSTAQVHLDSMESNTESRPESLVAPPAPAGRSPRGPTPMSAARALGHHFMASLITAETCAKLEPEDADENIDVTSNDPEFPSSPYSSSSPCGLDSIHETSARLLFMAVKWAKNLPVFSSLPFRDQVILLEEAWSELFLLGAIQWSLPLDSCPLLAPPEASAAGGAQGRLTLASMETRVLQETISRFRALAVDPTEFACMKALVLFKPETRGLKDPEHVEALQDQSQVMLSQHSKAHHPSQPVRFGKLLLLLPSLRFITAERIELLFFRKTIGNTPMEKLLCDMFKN
# NR2E3 ag-2 = agonists of human nuclear receptor NR2E3 | Q9Y5X4 | GST-NR2E3/biotin-RetCOR TR-FRET, 1536-well | inhibition of corepressor binding, % at 4.78 µM | actives 0.12% (n = 320,000) | AID 2300;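 active means percent inhibition above the cutoff of mean plus 3 SD of all tested compounds, set per screening campaign, cut at about 20% in these data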;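 further: 0% = DMSO wells and 100% = biotin wells as full block of FRET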
#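 Test system: GST-NR2E3 and biotin-RetCOR proteins | Quantity: 1.35 nM GST-tagged NR2E3 final | Medium: Tris pH 7.5 | Also added: 7 nM biotin-RetCOR | Dosing: Compound at 4.8 µM, single dose | Timing: 5 h at 4 °C | Detection: Time-resolved FRET | Read-out basis: Percent inhibition | Benchmarks: Biotin wells as high control, 0.6% DMSO wells as low control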
# MITF TRPM1 inh = reduces MITF-dependent TRPM1 promoter luciferase signal; inhibition, % at 12.5 µM; SK-MEL-5 TRPM1 promoter luciferase, 24 h; actives 0.83% (n = 330,000);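 active means mean inhibition across replicates of 60% or more, whatever share of single replicates reaches that level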; further: values of inactives mirror those of a sister screen read the other way
# Peg3 promoter = reduces Peg3 promoter-driven luciferase expression in HeLa. actives 1.7% (n = 360,000). inhibition, % at 20 µM. AID 588405. HeLa PEG-Prom luciferase reporter, luminescence, overnight;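 active means inhibition of at least 50% at 20 µM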
# * = called active by the depositor; / = no result given.
# Results follow in this order: CF NFkB inh	KKLEB cytotox	hiPSC survival	C8 TRAIL sens	LMP1 NFkB inh	Shn3 inh set2	HIF-2a inh	NR2E3 ag-1	NR2E3 ag-2	MITF TRPM1 inh	Peg3 promoter
CC(=O)NC(C)(c1ccccc1)c1nc(-c2cncnc2)cs1 (stereo not given)
    -3	6	-1.9	8	/	-9	7	7	/	/	12
Cc1cc(C)nc(NC(=O)CSc2nn(C)c(=S)s2)n1
    -2	10	-0.2	-10	-36	-4	1	4	-2	-9	-13
CCCC(=O)N1CCC1(C)C(=O)NS(=O)(=O)c1cc2c(cc1C)CCCS2(=O)=O (stereo not given)
    -6	1	-2.1	8	/	-2	14	-7	/	/	3
O=C(CSc1nc2cc(Cl)ccc2s1)c1cc2ccccc2o1
    -18	16	-2.0	5	-1	-2	-26	10	4	5	-11
Cc1ccc(NC(=O)CCNS(=O)(=O)c2ccc3c(c2)oc(=O)n3C)cc1
    11	9	-1.0	6	-2	-13	5	-22	1	4	12
Cc1ccc(NC(=O)c2onc(C)c2Cl)cc1
    -9	-7	-1.8	13	-26	-57	-241	-137	4	-22	-289
CCN(CC)C(=S)Nc1ccc([N+](=O)[O-])cc1
    -11	-2	-0.6	8	3	14	-18	-10	1	11	13
CN(Cc1ccccc1NS(=O)(=O)c1ccc2ccccc2c1)C1CCCCC1
    2	-1	-0.3	5	2	4	0	-19	-2	5	31
Cc1cccc(N2CCN(c3nc(C)cc(C)c3C#N)CC2C)c1 (stereo not given)
    9	-7	0.1	13	-2	-39	-18	-2	-1	-1	2
CCOC(=O)[C@@H]1[C@H]2COc3ccccc3[C@@H]2N2C(=O)N(c3ccc(OC)cc3)C(=O)[C@]12C
    -1	5	10	10	-7	-13	8	-32	1	5	5
COC(=O)c1ccccc1NC(=O)COc1ccc(S(=O)(=O)NC(C)C)cc1
    18	-1	2.5	-14	6	18	25	-21	0	-4	31
Cc1nc(NCc2ccc3c(c2)OCO3)c2oc3ccccc3c2n1
    -1	4	0.1	-5	-6	18	-27	57	0	10	8
O=C(NNC(=O)C(O)c1ccccc1)NC1CCCCC1 (stereo not given)
    2	-11	0.7	-1	-6	5	16	0	-4	8	0
CC(=O)Nc1ccc(N/C=C/C(=O)C(C)(C)C)cc1
    -9	-4	-0.2	-2	-6	-12	-35	-9	0	-17	-38
Cc1ccc2nc(-c3ccccc3C)oc(=O)c2c1
    -5	8	0.0	-12	-4	0	2	-6	1	-7	-10
CC1CC(C)CN(c2ccc(NS(=O)(=O)c3ccccc3)cc2C(=O)O)C1 (stereo not given)
    0	-3	-0.3	-6	-5	-16	9	-17	-3	12	7
COc1cc2[nH]c(=S)nc(NCc3cccc(Cl)c3)c2cc1OC
    -10	3	-0.3	2	-8	6	15	-2	0	7	16
COC(=O)c1c(NC(=O)c2cccc(S(=O)(=O)N3CCN(C)CC3)c2)sc(C)c1C
    0	-22	0.0	12	-11	16	6	-12	1	-9	25
O=C(Cn1cnc2c(OCc3ccccc3)ncnc21)N1CCN(c2ccccn2)CC1
    -5	-1	-0.4	-7	-4	4	4	-2	/	-3	4
COCCNC(=O)C1(C)CCN(C(=O)c2cccc(C)c2C)C1 (stereo not given)
    2	-9	-0.4	-22	/	-21	4	11	/	/	-1
CCCCn1nnnc1SCC(=O)N1CCCC1
    8	-8	1.9	-16	2	0	12	-20	2	-4	1
CC(C)Cc1nnc(NC(=O)CCC(=O)N2CCN(c3ccc([N+](=O)[O-])cc3)CC2)s1
    -17	1	-0.2	7	8	34	16	10	-1	16	29
Cc1nc2ccccc2n1CCN1CCOCC1
    7	-11	-0.8	0	5	50	10	-21	0	7	9
CC(=O)c1ccc([C@@H]2C[C@]34CN(Cc5cccc(C(F)(F)F)c5)S(=O)(=O)[C@H]3C[C@H]2O4)cc1
    9	-18	1.8	-14	-8	5	10	7	1	1	15
S=c1nc(-c2ccccc2Cl)[nH][nH]1
    1	-8	-0.6	-6	-9	-2	4	-12	7	-1	3
Cc1ccc(S(=O)(=O)NCCCCCC(=O)N(C)C)cc1
    -7	15	3.3	-1	12	12	13	-18	-3	-11	-5
COc1cc(OC)c2c(-c3cccc(-c4ccc(OC(F)(F)F)cc4)c3)cc(=O)oc2c1
    -8	19	0.4	15	18	4	6	-23	/	6	13
Cc1ccc(OCCN(C)C(=O)c2cc(COc3ccc(F)cc3F)on2)cc1
    15	-21	0.3	19	-4	-21	-77	-10	0	-27	-14
CC(=O)NC1C(c2nc3ccccc3s2)=C(c2ccccc2)C(=O)N1c1ccc(C)cc1 (stereo not given)
    -9	4	-1.0	3	-18	-12	-1	6	0	-18	-29
CCOC(=O)C1C(=O)NC(C(=O)OCC)(C(=O)OCC)C1C(C)CC (stereo not given)
    26	1	-2.6	7	1	70	10	18	/	2	-3
CC(C)CCn1c(=O)c2ccccc2n2c(CN3CCOCC3)nnc12
    10	-12	-0.3	-21	8	-11	11	26	1	-17	10
COc1ccc(/C=C2\SC(=O)N(CC(=O)Nc3cccnc3)C2=O)cc1OC
    -16	3	-2.0	-4	-2	8	17	3	-2	-5	8
NC(=O)NC(=O)CSc1nc(-c2ccccc2)c(-c2ccccc2)n1CC1CCCO1 (stereo not given)
    1	5	0.5	-5	8	7	-43	-21	2	-4	-93
Cc1cccc(C(=O)N/C(=C/c2ccco2)C(=O)N2CCCCCC2)c1
    -8	8	0.3	9	-8	1	5	-4	1	-8	-12
CCn1c(SCC(=O)NCC2CCCO2)nnc1-c1ccccc1OC (stereo not given)
    11	6	-0.4	-2	1	-8	4	-7	1	2	3
O=C(O)Cn1cc(/C=c2/sc3nc4ccccc4n3c2=O)c2ccccc21
    -5	12	1.1	0	-49	-49	-279	-65	4	-68	-297
O=C(CN1CCN(c2ccccc2O)CC1)Nc1ccc([N+](=O)[O-])cc1Br
    -4	3	0.0	-5	0	18	18	-25	2	10	41
COc1ccccc1CNS(=O)(=O)c1c(C)[nH]c(=O)[nH]c1=O
    0	10	0.9	-8	2	-33	-38	-18	-1	10	-30
COc1ccc2c(=O)c3ccccc3oc2c1
    -60	3	-2.4	16	0	-66	-263	-38	-4	-97	-347
CCCN(CCC)C(=O)CCS(=O)(=O)c1cccc2nsnc12
    3	0	-2.0	-7	-3	1	9	-4	-1	-2	0

# An excerpt from above with just KKLEB cytotox:
SMILES | KKLEB cytotox
Cc1ccc(OCCN(C)C(=O)c2cc(COc3ccc(F)cc3F)on2)cc1 | -21
CC(=O)NC1C(c2nc3ccccc3s2)=C(c2ccccc2)C(=O)N1c1ccc(C)cc1 (stereo not given) | 4

# (more compounds)
Molecule,CF NFkB inh,KKLEB cytotox,hiPSC survival,C8 TRAIL sens,LMP1 NFkB inh,Shn3 inh set2,HIF-2a inh,NR2E3 ag-1,NR2E3 ag-2,MITF TRPM1 inh,Peg3 promoter
CSc1nc(SCC(=O)NCc2ccco2)c2c3c(sc2n1)CN(C)CC3,1,3,1.8,4,-2,-9,-26,3,0,6,-17
CCOc1ccc(C(=O)N(CN2CCCC2=O)c2cccc(Cl)c2)cc1,0,3,-0.3,-29,4,13,0,-2,4,16,14
CN(C)C(=O)c1ccc(NC(=O)CN2CCc3cc4c(cc3C2)OCCCO4)cc1,-21,-6,0.5,2,5,1,13,21,3,2,-5
O=C(c1nc2ncccn2n1)N1CCc2ccccc2C1,17,-7,-0.3,16,-4,-9,-2,1,-3,2,7
Cc1nnc(SCC(=O)Nc2ccccc2)n(N)c1=O,6,-6,-0.5,1,-1,-10,13,-41,1,-6,13
O=C(Nc1ncccc1O)c1cccc(S(=O)(=O)N2CCN(c3ccc(F)cc3)CC2)c1,20,1,-0.2,-13,0,2,9,-8,/,-1,27
COC(=O)CSc1nnc(SCc2ccc(Cl)cc2)s1,10,3,-2.8,4,-8,-22,31,1,2,2,-12
CC(O)(c1ccc(F)c(F)c1)c1nc(-c2ccc(F)c(Cl)c2)cs1 (stereo not given),-1,22,-1.1,-9,/,3,6,-14,/,/,31
Cc1cccc(CCNC(=O)C2CCC(=O)N2Cc2ccc(F)cc2)c1 (stereo not given),-12,3,-2.3,2,-7,-2,-7,-11,-1,7,12
Cc1nonc1C(=O)N/N=C/c1ccc([N+](=O)[O-])o1,-4,-8,-1.7,31,-29,-6,-5,-7,1,29,-1
CCC(C(=O)NCc1ccncc1)c1ccccc1 (stereo not given),4,15,-2.2,-1,3,7,-4,-22,4,14,-2
COc1ccc(NC(=O)C2CCN(S(=O)(=O)c3ccc(N4CCCC4=O)cc3)CC2)c(OC)c1,-57,11,1.0,-2,6,14,-7,11,-1,7,-9
CCC1CCCCN1C(=O)COc1cc(=O)n(C)c2ccccc12 (stereo not given),-20,3,-0.6,3,-4,-3,19,-1,3,/,8
Cc1ccccc1Cn1c(O)c(N=NC(=S)Nc2ccccc2F)c2ccccc21,-10,4,1.4,7,44*,25,9,-1,8,13,22

# Whole records, looked up by structure.
# Entry for `CCCN(CCC)C(=O)CCS(=O)(=O)c1cccc2nsnc12` : CF NFkB inh: 3; KKLEB cytotox: 0; hiPSC survival: -2.0; C8 TRAIL sens: -7; LMP1 NFkB inh: -3; Shn3 inh set2: 1; HIF-2a inh: 9; NR2E3 ag-1: -4; NR2E3 ag-2: -1; MITF TRPM1 inh: -2; Peg3 promoter: 0
# Entry for `Cc1cccc(C(=O)N/C(=C/c2ccco2)C(=O)N2CCCCCC2)c1` : CF NFkB inh: -8; KKLEB cytotox: 8; hiPSC survival: 0.3; C8 TRAIL sens: 9; LMP1 NFkB inh: -8; Shn3 inh set2: 1; HIF-2a inh: 5; NR2E3 ag-1: -4; NR2E3 ag-2: 1; MITF TRPM1 inh: -8; Peg3 promoter: -12

# As entered above:
# `O=C(c1nc2ncccn2n1)N1CCc2ccccc2C1` – Shn3 inh set2: -9
# `O=C(Nc1ncccc1O)c1cccc(S(=O)(=O)N2CCN(c3ccc(F)cc3)CC2)c1` – CF NFkB inh: 20
# `Cc1cccc(CCNC(=O)C2CCC(=O)N2Cc2ccc(F)cc2)c1` (stereo not given) – NR2E3 ag-1: -11
# `COC(=O)CSc1nnc(SCc2ccc(Cl)cc2)s1` – hiPSC survival: -2.8
# `CCC(C(=O)NCc1ccncc1)c1ccccc1` (stereo not given) – HIF-2a inh: -4

# Screening results from PubChem.

# Some of the compounds tested; count on the stated rates, not on these rows.
